RMI FANCM FP – disruptors of RMI1/RMI2 association with MM2 peptide – biochemical, fluorescence polarization, human, primary screen. RMI core complex with F-MM2 peptide; active compounds read low. AID 1159607, 2016. RMI core complex (RMI1/RMI2) binding to FANCM MM2 peptide, human. actives 0.58% (n = 70,000). FP signal (polarization) at 33 µM; in the data active = FP signal below about 40; note: inactives centre near 61; strong numbers were not always called active; unit not given here
* = called active by the depositor; & = joins results of further samples. A portion of the library; the hit share may differ from the screen's.

mol,RMI FANCM FP
C[C@]12CC[C@H](O)C[C@H]1CC[C@@H]1[C@@H]2C[C@@H](O)[C@]2(C)[C@@H](C3=CC(=O)OC3)CC[C@]12O,58
COc1cc2c(cc1O)C[C@H]1c3c(cc(O)c(OC)c3-2)CCN1C,61
Cc1ccc(S(=O)(=O)CC(=O)Nc2ccc(Cl)cc2C(=O)c2ccccc2)cc1,56
CC12CCC3C(CC=C4CC(O)CCC43C)C1C/C(=C\c1ccc(C(F)(F)F)cc1)C2=O (stereo unspecified),68
Clc1ccc(-c2ccc(Cl)cc2)cc1,59
CN(C)[C@@H]1C(=O)C(C(N)=O)=C(O)[C@@]2(O)C(=O)C3=C(O)c4c(O)ccc(Cl)c4[C@@](C)(O)[C@H]3C[C@@H]12,60&64
CNC(C)[C@H](O)c1ccccc1 (stereo partly specified),65
CCC1=C[C@@H]2CN3CCc4c([nH]c5ccccc45)[C@@](C(=O)OC)(C2)[C@@H]13,53
O=C1C(Cl)=C(Cl)C(=O)C(Cl)=C1Cl,55
CC[C@@]1(O)C[C@H](O[C@H]2C[C@H](N(C)C)[C@H](O)[C@H](C)O2)c2c(cc3c(c2O)C(=O)c2c(O)cccc2C3=O)[C@H]1C(=O)OC,79
O=[N+]([O-])c1cc([As](=O)(O)O)ccc1O,62&62
COc1ccc(/C=C2/C(=O)C3CCN2CC3)cc1,55
CC12CCC3C(CC[C@H]4CC(=O)CCC34C)C1CCC2=O (stereo partly specified),58
COc1cc(OC)c2c(c1)O[C@H](c1ccc(OC)c(OC)c1)[C@@H](O)C2,60
CCCCC/C=C\C/C=C\C/C=C\C/C=C\CCCC(=O)Nc1ccc(O)cc1,56
COc1ccc([Se][Se]c2ccc(OC)cc2[N+](=O)[O-])c([N+](=O)[O-])c1,51
CC1=C(O)C(=O)C=C2C1=CC=C1[C@@]2(C)CC[C@@]2(C)[C@@H]3C[C@](C)(C(=O)O)CC[C@]3(C)CC[C@]12C,53
CC(=O)C1CC[C@H]2C3CC[C@H]4C[C@H](O)CC[C@]4(C)C3CC[C@]12C (stereo partly specified),60
N#CC(CCN1CCOCC1)(c1ccccc1)c1ccccc1,59
NCC(=O)c1ccccc1,55
CCn1nc(C)cc1C(=O)Nc1ccc(Cl)cc1C(=O)c1ccccc1Cl,94
O=[N+]([O-])/C=C/c1cc(C(F)(F)F)cc(C(F)(F)F)c1,50
O=C1NCN(c2ccccc2)C12CCN(CC1COc3ccccc3O1)CC2 (stereo unspecified),55
COc1c2c(cc3c1OCO3)CCN(C)C2,52&63
C[C@H]1CCC2(NC1)O[C@H]1C[C@H]3[C@@H]4CC[C@H]5C[C@@H](O[C@@H]6O[C@H](CO)[C@H](O[C@@H]7O[C@H](CO)[C@@H](O)[C@H](O[C@@H]8OC[C@@H](O)[C@H](O)[C@H]8O)[C@H]7O[C@@H]7O[C@H](CO)[C@@H](O)[C@H](O)[C@H]7O)[C@H](O)[C@H]6O)CC[C@]5(C)[C@H]4CC[C@]3(C)[C@H]1[C@@H]2C (stereo partly specified),57
O=C1C=C2C=C[C@@H]3CC2(O1)[C@H]1CCCCN31,58
CCCN(CCC)[C@@H]1CCc2c(F)ccc(O)c2C1,51
O=C(Nc1cccc(Cl)c1)N1CC2CC(C1)c1cccc(=O)n1C2 (stereo unspecified),60
NCCN1CCN(c2ccccc2F)CC1,71
c1ccc(Cn2ccnc2)cc1,60
COc1ccc(C2c3c(nc(C)[nH]c3=O)Oc3c2c(=O)oc2ccccc32)cc1 (stereo unspecified),55
COC(=O)NC(C(Cl)(Cl)Cl)P(=O)(OC)OC (stereo unspecified),61
Nc1cc2nc3ccccc3nc2cc1N,-63
N[C@H]1C[C@@H]1c1ccccc1,55
CSC(=NCc1ccccc1Cl)N/C(N)=N/[N+](=O)[O-],58
Cc1ccccc1Cn1cccc(C(=O)Nc2ccc([N+](=O)[O-])cc2C#N)c1=O,64
CC12CCC3C(Br)(CC31C)C2=O (stereo unspecified),59
C[C@]12CCC(=O)C=C1CCc1ccc(O)cc12,50
CN(C)C(=O)Oc1c(-c2ccccc2)cn(Cc2ccccc2)c(=O)c1-c1ccccc1,49
CC(=O)Oc1ccc(Cl)c2cccnc12,58
O=C=NC1C=CS(=O)(=O)C1 (stereo unspecified),59
O=C1NC(=O)C(=Cc2ccc([N+](=O)[O-])s2)C(=O)N1,56
CC[C@@H]1C=CC=CC[C@H](C)[C@@H](O)[C@@H](C)C(=O)[C@H](C)[C@@H](O)[C@H](C)C(=O)[C@H](C)[C@@H](O)[C@H](C)C=CC(=O)O[C@H]2[C@@H](C)[C@@H](CC1)O[C@@]1(CC[C@@H](C)[C@@H](C[C@H](C)O)O1)[C@@H]2C,58
C=C1[C@@H](O)[C@]23C[C@@H]1[C@@H](O)C[C@H]2[C@@]12C4[C@@H]3C[C@@H]1[C@@](C)(CC[C@@H]2O)CN4CC,55
CN(C)C(=S)SSC(=S)N(C)C,54
Cc1[nH]c2ccccc2c1C(=O)C(=O)N1CC2CC(C1)c1cccc(=O)n1C2 (stereo unspecified),61
NCC(N)C(=O)c1ccccc1 (stereo unspecified),66
NC(=O)c1ccc(NC(=O)c2cccn(Cc3cccc(Cl)c3)c2=O)cc1,82
CCC(C)C(=O)O[C@H]1[C@H](O)C2C(CN3CC(C)CCC3[C@@]2(C)O)C2C[C@]34O[C@]5(O)C(OC(=O)C(C)(O)CC)CC[C@@]3(C)C5C(OC(C)=O)[C@@H](OC(C)=O)C4[C@@]21O (stereo partly specified),54
CN(C)C(=O)Oc1cccc(NS(=O)(=O)N(C)C)c1,65
COc1ccc(-c2c(C)c3ccc(OC(=O)N(C)C)cc3oc2=O)cc1,59
O=C(c1ccccc1OCc1ccccc1)[C@@H]1[C@H](c2ccc([N+](=O)[O-])cc2)N1C1CCCCC1 (stereo partly specified),61
CCOP(=S)(OCC)Oc1cc(C)nc(C(C)C)n1,51
COc1ccc(CN2CCNCC2CCO)c(F)c1 (stereo unspecified),51
NC(=O)OCCCc1ccccc1,65
O=C1NC(=O)C(=Cc2ccc(-c3ccc([N+](=O)[O-])cc3)o2)C(=O)N1,63
COc1ccc2c(c1)C13CCCCC1C(C2)N(C)CC3 (stereo unspecified),59
COc1ccc(-c2csc(CN3CCN(C(=O)Cc4cccs4)CC3)n2)cc1,63
CC12CCC3C(CC[C@H]4C[C@H](OS(=O)(=O)O)CCC34C)C1CCC2=O (stereo partly specified),57
c1ccc(COc2cnc(N3CCNCC3)nc2)cc1,54

Molecules from the list above containing sulfur (nine):
mol,RMI FANCM FP
Cc1ccc(S(=O)(=O)CC(=O)Nc2ccc(Cl)cc2C(=O)c2ccccc2)cc1,56
CSC(=NCc1ccccc1Cl)N/C(N)=N/[N+](=O)[O-],58
O=C=NC1C=CS(=O)(=O)C1 (stereo unspecified),59
O=C1NC(=O)C(=Cc2ccc([N+](=O)[O-])s2)C(=O)N1,56
CN(C)C(=S)SSC(=S)N(C)C,54
CN(C)C(=O)Oc1cccc(NS(=O)(=O)N(C)C)c1,65
CCOP(=S)(OCC)Oc1cc(C)nc(C(C)C)n1,51
COc1ccc(-c2csc(CN3CCN(C(=O)Cc4cccs4)CC3)n2)cc1,63
CC12CCC3C(CC[C@H]4C[C@H](OS(=O)(=O)O)CCC34C)C1CCC2=O (stereo partly specified),57

Carrying on:
mol,RMI FANCM FP
CC(=O)O[C@H]1CC[C@@]2(C)C(=CCC3C2CC[C@]2(C)C(=O)CCC32)C1 (stereo partly specified),-6*
O=C(NCNC(=O)NC1C(=O)NC(=O)N1CO)NC1C(=O)NC(=O)N1CO (stereo unspecified),60
NCc1cc(=O)[nH]o1,49
COc1ccc(-n2c(C)nc3ccc(NC(=O)CC4CCCC4)cc3c2=O)cc1,62
O=C(O)C1CCCN1C(=O)CCl (stereo unspecified),69
CN(C)CCN(C(=O)COc1ccccc1)c1nc2ccc(S(C)(=O)=O)cc2s1,53
CCCCOC(=O)c1ccc(NC(=O)c2cccn(Cc3ccc(C(F)(F)F)cc3)c2=O)cc1,53
C[C@@H]1CN(C2CCC(C#N)(c3ccc(F)cc3)CC2)CC[C@]1(C(=O)O)c1ccccc1 (stereo partly specified),54
N[C@@H](Cn1ccc(=O)[nH]c1=O)C(=O)O,55
O=c1ccc(=O)[nH][nH]1,56
COC(=O)c1ccccc1NC(=O)c1cccn(Cc2ccccc2F)c1=O,50
COc1ccc(OC)c([N+](=O)[O-])c1/C=C/[N+](=O)[O-],53
CCCCC/C=C\C/C=C\C/C=C\C/C=C\CCCC(=O)NCC(=O)O,62
Cc1c(O)ccc(C(=O)CN2CC(C)OC(C)C2)c1O (stereo unspecified),33
Cn1c(=O)c2c(ncn2CCCl)n(C)c1=O,54
Cc1cc(OC(=O)N(C)C)nc(SCC(=O)C(C)(C)C)n1,42
OC(CN1CCC(c2c[nH]c3ccccc23)CC1)C(F)(F)F (stereo unspecified),61
CCOc1ccc(/C=C2\CC3C4CCC5CCCCC5(C)C4CCC3(C)C2O)cc1 (stereo unspecified),63
O=C(Cc1cc(=O)[nH]c(=O)[nH]1)N1CCN(CCO)CC1,54
O=C(CNc1ccc(-c2ccccc2)cc1)Nc1ccc(Cl)cc1C(=O)c1ccccc1Cl,60
CC1=NN=C(c2ccc(N)cc2)c2cc3c(cc2C1)OCO3,52
CN[C@@H]1C[C@@H](c2ccc(Cl)c(Cl)c2)c2ccccc21,72&76
CN1CC[C@]2(Cl)CCCC[C@@H]2C1,57
Cc1ccc2c(c1)C(O)(C(F)(F)F)C(=O)O2 (stereo unspecified),62
Cc1[nH]c2ccccc2c1CCNCc1ccccn1,58
CN1CCC(c2c[nH]c3ccc(O)cc23)CC1,50
CC12CCC3C(CCC4CCCCC43C)C1C/C(=C\c1ccc([N+](=O)[O-])cc1)C2=O (stereo unspecified),60
COc1nc(NC(C)C)nc(NC(C)C)n1,57
COc1ccc2c(c1)[C@]13CCCC[C@@H]1[C@H](C2)N(C)CC3,61&66
Nc1c(C(=O)NCc2ccc(Cl)cc2)c2nc3ccccc3nc2n1Cc1ccco1,67
C[C@]12CC[C@H](O)C[C@H]1CCC1C2CC[C@]2(C)[C@@H](C3=CC(=O)OC3)[C@@H](O)C[C@]12O (stereo partly specified),59
O=C(O)c1nn(Cc2ccc(Cl)cc2Cl)c2ccccc12,56
O=C1NC(=S)NC(=O)C1=Cc1cccs1,59
O=C(NCc1c(F)cccc1F)c1cc2cccnc2n(Cc2ccc(F)cc2)c1=O,71
CC12CCC3C(CCC4CC(O)CCC43C)C1C/C(=C\c1ccccc1Cl)C2=O (stereo unspecified),62
COc1ccc(CCNCC2CCCO2)cc1 (stereo unspecified),62
COc1cc2c(cc1OC)[C@@H]1C(=O)c3ccc4c(c3O[C@@H]1CO2)C[C@H](C(C)C)O4,53
Cc1ccc([N+](=O)[O-])cc1NC(=O)c1cccn(Cc2c(F)cccc2Cl)c1=O,54
CC12CCC(O)CC1CCC1C2CC(O)C2(C)C(C3=CC(=O)OC3)CCC12O (stereo unspecified),59
NC(=O)CS(=O)C(c1ccccc1)c1ccccc1 (stereo unspecified),63
CC(C)N1CCN(c2ccc(C=O)cc2)CC1,57
CN(C)C(=O)Oc1cccc([N+](=O)[O-])c1,58
CCC1(c2cccc(O)c2)CCCCN(C)C1 (stereo unspecified),55
CNCCc1c[nH]c2ccccc12,55
COc1ccc(Cl)c2sc(N(CCN(C)C)C(=O)Cc3ccccc3)nc12,66

Overlap with the part before: 2 entries; new compounds follow.
mol,RMI FANCM FP
CNCCc1c[nH]c2ccccc12,55
COc1ccc(Cl)c2sc(N(CCN(C)C)C(=O)Cc3ccccc3)nc12,66
C[C@@H]1O[C@@H](O[C@@H]2C=C3CCC4C(CC[C@]5(C)[C@@H](c6ccc(=O)oc6)CC[C@]45O)[C@@]3(C)CC2)[C@H](O)[C@H](O)[C@H]1O (stereo partly specified),58
COc1ccc(Cl)c2sc(N3CCNCC3)nc12,73
O=C1C2CCCN2C(c2cccnc2)N1c1ccccn1 (stereo unspecified),63
CC(N)C(c1ccccc1)N1CCN(C)CC1 (stereo unspecified),59&72
CCN(CC)CCN(C(=O)Cc1ccc2c(c1)OCO2)c1nc2ccc(Br)cc2s1,82
N#Cc1c(Cl)cccc1Cl,52
CN1C2CCC1CC(=NOC(=O)c1ccc([N+](=O)[O-])cc1)C2,54&57
Clc1ccccc1CN1CCNCC1,59
C=C(C)Cc1c(C)nc(SCC(=O)c2ccc(Cl)cc2)nc1OC(=O)N(C)C,53
C=C1[C@@H]2CC[C@H]3[C@]4(C)C[C@H](O[C@H]5O[C@H](CO)[C@@H](OS(=O)(=O)O)[C@H](OS(=O)(=O)O)[C@H]5OC(=O)CC(C)C)C[C@@H](C(=O)O)[C@H]4CC[C@]3(C2)[C@H]1O,55
CC(C)[C@@]1(NC(=O)[C@@H]2C[C@@H]3c4cccc5[nH]cc(c45)C[C@H]3N(C)C2)O[C@@]2(O)[C@@H]3CCCN3C(=O)[C@H](Cc3ccccc3)N2C1=O,64&63
Cc1ccc(-n2c(C)nc3ccc(NC(=O)C4CC4)cc3c2=O)cc1,62
NC(C(=O)O)c1ccccc1Cl (stereo unspecified),66
